# NS3 helicase inh – blocks Hepatitis C virus NS3 helicase unwinding; NS3 helicase DNA unwinding, Cy5 molecular beacon fluorescence; inhibition, % at 10.9 µM; 0.56% of 290,000 active;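 active means inhibition above the mean of all tested compounds plus 3 SD, set per campaign, cut at about 35% in these data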;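 further: 0% = DMSO wells and 100% = thioflavine S control wells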
#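 Control set: DMSO versus 110 µM thioflavine S; Material: NS3 helicase fragment of HCV; Measured by: Cy5 fluorescence at 0 and 60 min, beacon hairpin quenching; Read-out basis: percent inhibition from t60/t0 fluorescence ratio; Times: reaction time 60 min, 25 °C; Repeats: single replicate; Compound dosing: single dose, 10.9 µM nominal final, DMSO 0.8% final.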
# VIM-2 inhibitor – blocks Pseudomonas aeruginosa VIM-2 metallo-beta-lactamase; purified VIM-2, nitrocefin hydrolysis, epi-absorbance fluorescence; inhibition, % at 5.6 µM; 0.89% of 290,000 active; AID 1527;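 active means inhibition above the mean of all tested compounds plus 3 SD, cutoff set per screening run, cut at about 7.5% in these data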;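 further: red hydrolysis product quenches plate fluorescence so inhibitors raise well fluorescence; 0% = enzyme with DMSO and 100% = DMSO without enzyme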
# MEKK2 WT-MEK5 – raises or lowers MEK5 binding to wildtype human MEKK2 PB1 domain | Q9Y2U5 | AID 1531 | bead flow cytometry, Alexa488-MEK5 binding to MEKK2 WT; actives lie on both sides | binding response (% of control), % at 10 µM | 1.1% of 290,000 active; in the data active means binding response below about 67% or above about 130%
# UBC9 SUMO inh – SUMOylation inhibition | HTRF SUMOylation assay, SAE1/SAE2 + UBC9, in vitro | inhibition, % at 35 µM | 0.36% of 290,000 active | AID 2006; in the data active means inhibition above about 50%, passing the limit was not always enough; further: strong numbers were not always called active
# Target sequence (P63279 whole entry, looked up): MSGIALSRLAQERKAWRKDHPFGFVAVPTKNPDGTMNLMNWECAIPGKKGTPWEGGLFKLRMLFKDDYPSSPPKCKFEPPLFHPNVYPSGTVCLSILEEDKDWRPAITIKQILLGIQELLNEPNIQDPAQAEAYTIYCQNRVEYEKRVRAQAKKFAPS
# NALP1 yeast inh – blocks the NALP1 inflammasome reconstituted in yeast | 0.61% of 280,000 active | S. cerevisiae NALP1/ASC/caspase-1 growth, X-gal OD620, 72 h | inhibition, % at 10 µM; in the data active means inhibition mostly above about 24%, no sharp cut-off; inactive means mostly below about 32%; further: some compounds called inactive have numbers as strong as hits
# MEKK2mut PB1 HTS – signal of MEK5 binding to mutant human MEKK2 PB1 domain; bead flow cytometry, Alexa488-MEK5 binding to MEKK2 mutant; percent response, % at 10 µM; 0.35% of 290,000 active; in the data active means percent response above about 24%, passing the limit was not always enough; further: inactives centre near 1; some results filed as inactive read as strong as hits
# IMP-1 inh – inhibitors of Pseudomonas aeruginosa IMP-1 metallo-beta-lactamase; purified IMP-1, nitrocefin hydrolysis, epi-absorbance fluorescence; inhibition, % at 5.6 µM; 0.45% of 290,000 active;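 active means inhibition above the mean plus 3 SD of all compounds in the same screening run, cut at about 4.5% in these data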;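 further: 0% = IMP-1 with DMSO and 100% = DMSO wells lacking enzyme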
#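 Test system: recombinant IMP-1 enzyme, purified / Medium: HEPES buffer pH 7.1 with ZnSO4 and Brij 35 / Doses: single dose, 5.6 µM / Times: 25 °C, 15 min preincubation, 25 min reaction / Detection: Epi-absorbance via hydrolysed-nitrocefin quenching of white-plate fluorescence, 480/530 nm, EDTA stop / Evaluation: percent inhibition from optical density relative to buffer-blank wells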
# DNA FID counter – fluorescent intercalator displacement, NS3 helicase counter-screen; DNA fluorescent intercalator displacement, fluorescence; inhibition, % at 7.9 µM; 0.17% of 290,000 active; AID 1845; in the data active means inhibition above about 37%;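 further: 0% = vehicle and 100% = reference compound; higher means more ethidium bromide displaced from hairpin DNA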
# PfM18AAP inh – PfM18AAP enzyme inhibition; AID 1822; recombinant PfM18AAP, H-Glu-NHMec fluorogenic cleavage; 1.2% of 290,000 active; inhibition, % at 7.35 µM;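 active means inhibition above the campaign mean inhibition over all tested compounds plus 3 SD, cut at about 28% in these data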;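 further: 0% = plate median of test compound wells and 100% = 2 mM ZnCl2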
# Numbers without * were called inactive; / = no result given.
# Screens in order: NS3 helicase inh, VIM-2 inhibitor, MEKK2 WT-MEK5, UBC9 SUMO inh, NALP1 yeast inh, MEKK2mut PB1 HTS, IMP-1 inh, DNA FID counter, PfM18AAP inh
1	O=C(CSCc1ccccc1)Nc1ccc2c(c1)OCO2
 : 10, -4.2, 109, 9, -102, 2, -0.8, -10, 1
2	COCCCn1nnnc1SCC(=O)Nc1nc(C)c(C)s1
 : -2, -2.4, 96, 19, 3, 0, -2.0, -9, -1
3	Cc1cc(C)cc(NC2=CC(=O)CC(c3ccco3)C2)c1 (stereo not drawn)
 : 21, -0.1, 102, 12, 12, 1, -2.8, -11, 26
4	O=C(CSc1nnc(C2COc3ccccc3O2)o1)N1CCOCC1 (stereo not drawn)
 : 1, -2.8, 118, -13, -8, 22, -5.2, -3, -1
5	NS(=O)(=O)c1ccc(NC(=S)NCc2ccccc2)cc1
 : 0, -2.0, 98, -2, 14, -2, -2.8, 2, 21
6	Cc1ccccc1CN(c1ccc(C(=O)N/N=C/c2ccc(OCC(N)=O)cc2)cc1)S(C)(=O)=O
 : -10, -0.8, 81, 0, 19, -14, -0.5, -35, -5
7	Cc1cc(C)c(-c2csc(NC(=O)C3=NN(c4ccccc4)C(=O)CC3)n2)c(C)c1
 : 9, -5.2, 90, 18, 9, 36, -3.1, -19, -5
8	COCC(C)NC(=O)c1noc2c1CCc1cc(OC)ccc1-2 (stereo not drawn)
 : -2, -0.6, 105, -4, 17, 4, 0.5, -12, -3
9	O=C(Cn1cnc2ccccc21)N/N=C/c1cccc([N+](=O)[O-])c1
 : -12, -2.5, 112, 17, 11, 10, -2.3, -3, 2
10	COc1ccc(C(=O)O)cc1S(=O)(=O)N(C)CCc1ccccn1
 : -15, 0.5, 103, 12, 3, 10, -2.2, 0, -11
11	C/C(=N/NC(=O)c1ccc(Br)s1)c1cccnc1
 : 0, -0.6, 96, -10, 10, 1, -4.8, -18, 2
12	O=C(Nc1ccccc1)Oc1ccccc1N1CCOCC1
 : -2, 0.6, 95, 10, 6, -10, -2.2, -1, 18
13	COC(=O)c1cc(OC)c(OC)c(OC)c1N
 : 3, -3.8, /, 24, 4, /, -2.5, -3, 7
14	CCC(C)NC(=O)c1nn(Cc2ccccc2)c(=O)c2ccccc12 (stereo not drawn)
 : -4, -1.8, 98, -2, 10, 0, -2.9, -31, 2
15	Cc1cc2cc(CNC(=O)c3ccc(S(=O)(=O)N4CCOCC4)cc3)ccc2n1C
 : -65, -2.6, 88, -9, 20, -3, -1.6, -19, -7
16	COc1ccc(C(CNC(=O)c2ccc(-n3cnnn3)cc2)N2CCOCC2)cc1 (stereo not drawn)
 : 3, -0.8, 103, 19, -1, 13, -1.9, 1, 3
17	NC(=O)CSc1nnc(-c2ccc([N+](=O)[O-])cc2)o1
 : -14, -4.6, 92, 9, -6, -4, -3.8, -4, 0
18	Cc1cc(/C=C(/C#N)c2nc3ccccc3[nH]2)c(C)n1-c1cccc([N+](=O)[O-])c1
 : 8, -0.1, 100, 18, -10, 3, 0.4, -7, 0
19	COC(=O)C1=C(C)N(c2cccc(OC)c2)C(=O)/C1=C\c1ccco1
 : 18, -1.4, 97, 7, 26, -1, -1.6, -14, -6
20	N#CCc1nc2ccc(S(=O)(=O)N3CCOCC3)cc2s1
 : 20, -1.6, 92, 24, 14, -14, -0.3, -9, 5
21	Cc1cccc(Nc2c(F)c(F)c(F)c(F)c2C(=O)O)c1
 : 0, -1.7, 106, 23, 8, 3, -2.9, -3, -2
22	COc1ccc2c(c1OC)C(=O)N(c1ccc(F)cc1)C2
 : -7, 0.9, 100, 16, 20, 2, -3.2, -12, -4
23	Cc1ccc(C)c(N2CCN(C(=O)Cc3cn(C)c4ccccc34)CC2)c1
 : -2, -3.0, 113, 14, 6, 4, -2.6, -38, -3
24	COc1ccc(CNC(=O)c2sc3nc4c(c(C(F)(F)F)c3c2N)CCC4)cc1
 : -3, -1.2, 105, 10, 32, 1, -3.2, -2, 4
25	Cc1nnc(SCc2cccc3ccccc23)s1
 : -9, -0.3, 95, 4, -6, -12, -1.9, -14, 0
26	COc1cc(OC)cc(C(=O)NCC(=O)OCc2cc(=O)oc3cc(OC)ccc23)c1
 : 11, -0.8, 98, 8, 14, -3, -2.3, -14, -8
27	COc1ccc(N2CCN(C(=O)COc3ccc4c(C)cc(=O)oc4c3C)CC2)cc1
 : 2, -0.1, 108, 15, -2, 4, -4.0, -9, 2
28	COc1ccc(N/C=C/C(=O)c2ccc(C)cc2)c([N+](=O)[O-])c1
 : -9, -0.4, 99, /, /, -3, -2.8, 2, 3
29	Cn1c(SCC(=O)N2CCCC2)nnc1-c1cnccn1
 : 1, -3.3, 93, 24, 0, -9, -0.8, 7, -4
30	Cc1cc(C)c2c(N)c(C(=O)N3CCCCCC3)sc2n1
 : -4, 0.4, 95, 2, 7, -4, -1.3, -7, 19

# One compound at a time, from the list above. Values in the order: NS3 helicase inh | VIM-2 inhibitor | MEKK2 WT-MEK5 | UBC9 SUMO inh | NALP1 yeast inh | MEKK2mut PB1 HTS | IMP-1 inh | DNA FID counter | PfM18AAP inh
# COc1ccc(C(=O)O)cc1S(=O)(=O)N(C)CCc1ccccn1 in the list: -15 | 0.5 | 103 | 12 | 3 | 10 | -2.2 | 0 | -11
# Cc1ccccc1CN(c1ccc(C(=O)N/N=C/c2ccc(OCC(N)=O)cc2)cc1)S(C)(=O)=O in the list: -10 | -0.8 | 81 | 0 | 19 | -14 | -0.5 | -35 | -5
# O=C(Nc1ccccc1)Oc1ccccc1N1CCOCC1 in the list: -2 | 0.6 | 95 | 10 | 6 | -10 | -2.2 | -1 | 18
# COc1ccc(N/C=C/C(=O)c2ccc(C)cc2)c([N+](=O)[O-])c1 in the list: -9 | -0.4 | 99 | / | / | -3 | -2.8 | 2 | 3

# More records:
# Screens in order: NS3 helicase inh, VIM-2 inhibitor, MEKK2 WT-MEK5, UBC9 SUMO inh, NALP1 yeast inh, MEKK2mut PB1 HTS, IMP-1 inh, DNA FID counter, PfM18AAP inh
31	O=C1c2ccccc2C(=O)C1c1ccc(Cl)cc1
 : 14, -0.2, 102, 3, 14, 7, -4.8, -12, 3
32	Cc1ccc(C)c(NC(=O)/C(C#N)=C/c2ccc[nH]2)c1
 : 8, 0.9, 104, -8, 6, 6, -1.7, -4, -10
33	CCc1nnc(N/N=C\c2ccc(OC(C)=O)c(OC)c2)n1N
 : -5, -1.2, 102, -1, -30, 2, -4.9, -5, 18
34	Cn1nnnc1SCC(=O)Nc1nc(-c2ccccc2)c(-c2ccccc2)o1
 : -3, -2.3, 104, 20, 6, 11, -5.1, -19, 3
35	CC(C)c1cc(C(=O)N/N=C/C=C/c2ccccc2)n[nH]1
 : -8, -2.1, 107, -1, 23, 7, -1.9, -9, 7
36	CCOCC(=O)Nc1nc2ccc(C)cc2s1
 : 9, -3.8, 109, 14, -92, 5, 2.4, -2, 5
37	C=CCn1c(NC(=O)c2ccccc2Cl)c(C#N)c2nc3ccccc3nc21
 : 10, -0.1, 86, /, 10, -9, -5.2, -25, 17
38	N#CC(C#N)=C1C=C2C=C(N3CCCCC3)CCC2CC1 (stereo not drawn)
 : -4, 48*, 86, -2, 23, -6, 58*, -5, 4
39	CCC(C(=O)OCC(=O)Nc1cccc(S(=O)(=O)NC2=NCCCCC2)c1)c1ccccc1 (stereo not drawn)
 : -7, -1.7, 97, 18, 10, -4, -0.6, -22, 4
40	CCCn1c2ccccc2c2nnc(SCCN3CCOCC3)nc21
 : -1, 6.0, 104, 5, 9, 3, -2.7, -18, 13
41	CC(C)CNC(=O)C(=O)NCC1OCCCN1S(=O)(=O)c1cccs1 (stereo not drawn)
 : 0, -1.7, 98, 3, 2, 3, -0.2, -9, 0
42	CCOC(=O)c1c(C)n(-c2ccccc2)c2ccc(O)c(CN(C)C)c12
 : -52, 1.6, 99, 16, 14, -4, -1.8, 33, -9
43	COc1ccc(-c2oc3cc(OC)c(O)c(OC)c3c(=O)c2OC)cc1O
 : -5, 12*, 104, 3, -6, 3, -1.6, -17, 12
44	CC(C)CN1CCN(Cc2ccc(Oc3ncccn3)cc2)CC1CCO (stereo not drawn)
 : -1, -2.4, 97, 4, /, -1, -2.1, -1, 2
45	Cn1c(=O)n(CCc2ccccc2)c(=O)c2c1nc1n2CCN1Cc1ccco1
 : -3, -3.1, 98, 1, 0, -3, -2.8, -16, 0
46	COc1ccccc1C(=O)Nc1cccc(SC)c1
 : 1, 1.6, 103, 0, -32, 5, -1.5, -6, -4
47	COc1ccccc1NC(=S)NC(=O)CCCOc1ccc(Cl)cc1Cl
 : -5, -3.4, 89, 4, 3, -9, -0.5, -2, -3
48	COc1ccccc1C1C(C(=O)c2cc3ccccc3o2)=C(O)C(=O)N1CCN(C)C (stereo not drawn)
 : 6, -3.0, 103, 16, 13, 8, -3.7, 0, 2
49	O=C(c1ccco1)[C@@H]1[C@@H]2C(=O)N(c3ccc(Br)cc3)C(=O)[C@@H]2C2c3ccccc3C=CN21 (stereo partly drawn)
 : 43*, -1.7, 96, 29, -20, 0, 0.7, -27, 13
50	CNC(=O)C(=O)NCC1OCCN1S(=O)(=O)c1ccc(OC)c(OC)c1 (stereo not drawn)
 : 2, -0.6, 113, 13, 14, 10, -1.2, -5, 1
51	Cc1cc(-c2sccc2Br)nc(-n2cccc2)n1
 : 5, 0.2, 106, 22, -25, 2, -1.8, 2, -1
52	CC(Cl)C(=O)Nc1ccccc1C#N (stereo not drawn)
 : 14, -3.4, 100, 8, 26, -2, -5.4, -1, -6
53	C=CCNC(=S)N1CCC(C(=O)c2ccc(OC)cc2)CC1
 : 1, 2.5, 87, -6, 4, -10, -1.6, -5, -7
54	CCOc1ccc(-c2ncncc2-c2ccc(OC)cc2)c(O)c1
 : -9, -2.5, 100, 14, 9, 3, -2.0, -3, 3

# Of the compounds above, 2 contain a COOH group.
# Screens in order: NS3 helicase inh, VIM-2 inhibitor, MEKK2 WT-MEK5, UBC9 SUMO inh, NALP1 yeast inh, MEKK2mut PB1 HTS, IMP-1 inh, DNA FID counter, PfM18AAP inh
10	COc1ccc(C(=O)O)cc1S(=O)(=O)N(C)CCc1ccccn1
 : -15, 0.5, 103, 12, 3, 10, -2.2, 0, -11
21	Cc1cccc(Nc2c(F)c(F)c(F)c(F)c2C(=O)O)c1
 : 0, -1.7, 106, 23, 8, 3, -2.9, -3, -2

# An excerpt from above in order of molecular weight, descending.
# Screens in order: NS3 helicase inh, VIM-2 inhibitor, MEKK2 WT-MEK5, UBC9 SUMO inh, NALP1 yeast inh, MEKK2mut PB1 HTS, IMP-1 inh, DNA FID counter, PfM18AAP inh
16	COc1ccc(C(CNC(=O)c2ccc(-n3cnnn3)cc2)N2CCOCC2)cc1 (stereo not drawn)
 : 3, -0.8, 103, 19, -1, 13, -1.9, 1, 3
50	CNC(=O)C(=O)NCC1OCCN1S(=O)(=O)c1ccc(OC)c(OC)c1 (stereo not drawn)
 : 2, -0.6, 113, 13, 14, 10, -1.2, -5, 1
20	N#CCc1nc2ccc(S(=O)(=O)N3CCOCC3)cc2s1
 : 20, -1.6, 92, 24, 14, -14, -0.3, -9, 5

# Source: PubChem
